# Bioassay records as filed in PubChem.
# CRE-bla Fsk = Cell signaling CRE-BLA (Fsk stim); 71,000 compounds, 2.5% hits; Potency, µM (highest dose often 38.2 µM), without a hit: at the highest dose activity change, negative = inhibition, hits mostly activators; CHO CRE-bla reporter (cAMP response element driving beta-lactamase), forskolin EC10, beta-lactamase ratio; active means well fitted activation curve with a large enough effect in the signal ratio, with a control signal flat, not every such curve was filed as active; inconclusive means small, poorly fitted or top-dose-only effect, or effect the other way, or a change in a side signal; the % refers to the signal ratio; further: potency means the concentration at half of the fitted maximal effect; % of control where 0% means no effect
#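 CRE-bla CHO reporter cells treated with compound titration plus EC10 NKH 477 (water-soluble forskolin), incubated 3 h at 37 °C; CCF4 loading 2 h at room temperature, 460/530 nm emission ratio read, AC50 values derived for positive or negative modulators.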
# 4-MU autofl = qHTS Assay for Spectroscopic Profiling in 4-MU Spectral Region; compound autofluorescence, 340/450 nm, 4-MU equivalents; hits give high values; max dye-equivalent concentration, M; 59,000 compounds, 11% hits; AID 589, 2007; in the data active means max dye-equivalent concentration above about 10 nM; inconclusive means mostly about 1.1 nM to 9.6 nM
#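 Compounds in 100 mM Tris, pH 8.0, incubated 15 min at room temperature, then fluorescence read at 340 nm excitation/450 nm emission. Signal converted to 4-MU dye-equivalent concentration using an on-plate six-point 4-MU standard curve.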
# HBB splicing = qHTS Assay for Modulators of Hemoglobin Beta Chain Splicing | Potency, µM (titrated, usually from 46.1 µM), without a hit: at the top dose activation, usual class: activators | 65,000 compounds, 0.06% hits | HBB splicing reporter cell assay, activation; EGFP reporter with mutant IVS2-654 intron; response scale: normalised to 500 nM splice-correcting PNA; further: potency means the concentration at half of the fitted maximal effect; 0% is about no effect
#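 HeLa cells stably expressing EGFP interrupted by mutant beta-globin intron 2 (IVS2-654), 500/well in 2% FCS. Treated with compound for 2 days at 37C. Splicing correction scored as total well GFP intensity (488 nm excitation, 500-520 nm emission); 500 nM antisense PNA served as control.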
# GFP derepression = qHTS Assay for Epigenetic Modulators | AID 597, 2007 | mouse C127i GFP locus derepression, cytometry, 30 h | 68,000 compounds, 0.09% hits | Potency, µM (titrated, usually from 46.1 µM), for the others: top-dose GFP derepression (activation); further: % of control where 0% means no effect
#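 Read-out is the number of GFP-positive cells, scored as fluorescent objects 20 to 120 um wide, reflecting derepression of a silenced CMV-GFP reporter in murine C127i cells after 30 h compound exposure at 37 C.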
# BRCT PPI green = qHTS Assay for Inhibitors of BRCT-Phosphoprotein Interaction (Green Fluorophore) | Breast cancer type 1 susceptibility protein (Homo sapiens), P38398 | BRCA1 BRCT-phosphopeptide binding, green fluorescence polarization | Potency, µM (doses to about 76.9 µM), for inactives: at the highest dose activity change, negative = inhibition, actives largely listed as inhibitors | 75,000 compounds, 0.05% hits;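 further: potency means the concentration at half of the fitted maximal effect; plate controls were peptide without protein for full effect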
# Target sequence (P38398 whole entry, looked up): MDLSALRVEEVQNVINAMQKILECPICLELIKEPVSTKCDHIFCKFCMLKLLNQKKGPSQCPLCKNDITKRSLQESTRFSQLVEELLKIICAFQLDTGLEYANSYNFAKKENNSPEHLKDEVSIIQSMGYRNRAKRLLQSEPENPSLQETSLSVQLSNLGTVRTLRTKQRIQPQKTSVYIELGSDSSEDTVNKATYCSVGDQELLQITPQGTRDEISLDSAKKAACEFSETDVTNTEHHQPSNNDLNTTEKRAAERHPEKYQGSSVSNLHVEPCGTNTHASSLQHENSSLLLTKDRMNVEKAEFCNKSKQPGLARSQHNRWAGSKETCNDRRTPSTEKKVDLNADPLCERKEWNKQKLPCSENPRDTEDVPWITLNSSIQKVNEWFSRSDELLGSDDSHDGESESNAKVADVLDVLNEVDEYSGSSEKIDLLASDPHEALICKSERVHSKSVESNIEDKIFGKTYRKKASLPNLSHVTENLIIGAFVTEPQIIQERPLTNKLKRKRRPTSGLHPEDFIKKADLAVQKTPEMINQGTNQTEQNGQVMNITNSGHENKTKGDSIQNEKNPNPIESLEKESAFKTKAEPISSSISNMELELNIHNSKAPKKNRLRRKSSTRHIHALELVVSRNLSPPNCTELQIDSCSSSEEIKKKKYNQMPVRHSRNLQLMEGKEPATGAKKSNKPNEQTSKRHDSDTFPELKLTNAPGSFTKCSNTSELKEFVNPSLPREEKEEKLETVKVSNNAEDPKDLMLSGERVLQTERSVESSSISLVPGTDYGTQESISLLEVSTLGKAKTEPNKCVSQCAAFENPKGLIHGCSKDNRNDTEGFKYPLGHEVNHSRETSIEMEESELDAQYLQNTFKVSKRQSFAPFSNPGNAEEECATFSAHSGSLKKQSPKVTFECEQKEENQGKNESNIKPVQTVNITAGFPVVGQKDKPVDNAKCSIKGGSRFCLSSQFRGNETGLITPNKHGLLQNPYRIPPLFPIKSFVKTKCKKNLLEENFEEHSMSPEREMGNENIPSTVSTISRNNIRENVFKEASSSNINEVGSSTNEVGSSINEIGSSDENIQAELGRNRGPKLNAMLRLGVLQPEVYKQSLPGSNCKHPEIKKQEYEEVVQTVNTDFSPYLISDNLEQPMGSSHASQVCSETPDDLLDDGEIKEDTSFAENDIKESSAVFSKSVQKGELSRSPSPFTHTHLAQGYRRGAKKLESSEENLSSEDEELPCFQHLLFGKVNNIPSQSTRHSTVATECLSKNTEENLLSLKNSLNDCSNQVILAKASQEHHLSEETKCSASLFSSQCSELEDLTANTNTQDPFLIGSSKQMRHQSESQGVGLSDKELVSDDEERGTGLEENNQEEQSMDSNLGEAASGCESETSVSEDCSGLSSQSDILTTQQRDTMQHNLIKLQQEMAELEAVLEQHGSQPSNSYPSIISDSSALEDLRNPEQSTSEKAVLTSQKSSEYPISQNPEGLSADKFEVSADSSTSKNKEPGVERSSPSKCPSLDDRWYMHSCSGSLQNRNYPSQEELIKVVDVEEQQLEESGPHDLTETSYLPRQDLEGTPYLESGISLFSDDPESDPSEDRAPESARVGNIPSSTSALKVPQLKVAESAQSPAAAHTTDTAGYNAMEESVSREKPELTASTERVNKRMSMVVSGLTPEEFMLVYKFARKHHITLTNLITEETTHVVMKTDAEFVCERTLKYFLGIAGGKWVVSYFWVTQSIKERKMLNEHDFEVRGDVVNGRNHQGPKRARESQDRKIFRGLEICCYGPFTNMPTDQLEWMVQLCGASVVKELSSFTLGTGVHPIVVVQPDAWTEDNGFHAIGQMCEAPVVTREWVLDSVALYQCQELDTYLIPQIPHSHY
#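 Fluorescence polarization: His-tagged BRCT (~35 kDa BRCA1 C-terminus, 250 nM) bound to 100 nM fluorescein-labeled phosphorylated 10-aa BACH1 peptide, pH 7.3 phosphate buffer with DTT and Tween 20. Compounds incubated 12 min at room temperature; inhibition read as lowered polarization.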
# DNA Pol III inh = qHTS Assay for Inhibitors of DNA Polymerase III Holoenzyme System; reconstituted DNA polymerase III holoenzyme replication, biochemical; Potency, µM (doses to about 57.1 µM), for the others: top-dose activity change, negative = inhibition; 71,000 compounds, 0.25% hits; AID 603, 2007; further: potency means the concentration at half of the fitted maximal effect; on the % scale 0 is the no-effect control and ±100 the full control effect
#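 Reconstituted *E. coli* holoenzyme (0.35 nM Pol III, 1 nM beta, 154 nM SSB, 2 nM primase) was preincubated with compound for 15 min at RT. Synthesis on 1.4 nM ssM13Gori ran 35 min, then was stopped with PicoGreen/EDTA and read as dsDNA fluorescence.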
# Ub-GFP proteasome = Ubiquitin-GFP Assay. Potency, µM (top dose mostly 45.9 µM), for inactives: at the highest dose activation (GFP accumulation), actives largely listed as activators. AID 526, 2006. Ubiquitin-GFP reporter cells, proteasome inhibition, GFP fluorescence; response scale: untreated = 0%, 10 µM MG-132 = 100%. 67,000 tested, under 10 active; active means well fitted activation curve with a large enough effect, not every such curve was filed as active; inconclusive means small, poorly fitted or top-dose-only effect, or another doubt; inactive means no such curve, though single readings can be large or run the other way; further: potency means the concentration at half of the fitted maximal effect
#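 U2OS Ub(G76V)-GFP reporter; O/N plating, 0.5% FBS; cpd 46 uM–2.9 nM, 4 h, 37 °C; GFP+ cell count, 488/515 nm; norm. to basal vs 10 uM MG-132; CRC fit.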
# Hsp90 Hop PPI = qHTS Assay for Disrupters of an Hsp90 Co-Chaperone Interaction; AlphaScreen TPR2A-His6 binding biotin-Hsp90 C-terminal peptide; Potency, µM (highest dose often 57 µM), for the others: at the highest dose activity change, negative = inhibition; 71,000 compounds, 0.44% hits; AID 595, 2007; active means well fitted curve in either direction with a large enough effect; inconclusive means small, poorly fitted or top-dose-only effect, or another doubt; further: potency means the concentration at half of the fitted maximal effect; on the % scale 0 is the no-effect control and ±100 the full control effect; many of its hits are not listed in these tables
# 15-hLO inh = qHTS Assay for Inhibitors of 15-hLO (15-human lipoxygenase); Polyunsaturated fatty acid lipoxygenase ALOX15 (Homo sapiens), P16050; purified 15hLO-1, xylenol orange hydroperoxide absorbance; Potency, µM (titrated, usually from 57.1 µM), without a hit: top-dose activity change, negative = inhibition, most hits filed as inhibitors; 74,000 compounds, 1.4% hits; AID 887, 2007; further: potency means the concentration at half of the fitted maximal effect; on the % scale 0 is the no-effect control and ±100 the full control effect; nearly all actives have a fitted effect of over 55% in size
#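 Quantitative HTS in 25 mM Hepes pH 7.5 containing 0.01% Triton X-100: human 15hLO-1 at 40 nM, arachidonic acid at 50 uM, 6 min turnover. Product quantified via ferrous oxidation/xylenol orange, 573:405 nm absorbance ratio.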
# A350 fluor = qHTS Assay for Spectroscopic Profiling in A350 Spectral Region. Compound autofluorescence, 340/450 nm, Alexa 350 dye-equivalents; hits give high values. max dye-equivalent concentration, M. 59,000 compounds, 11% hits; in the data active means max dye-equivalent concentration above about 10 nM; inconclusive means mostly about 1.1 nM to 9.6 nM
# BRCT inh red = qHTS Assay for Inhibitors of BRCT-Phosphoprotein Interaction (Red Fluorophore); AID 892, 2007; Potency, µM (highest dose often 76.9 µM), for inactives: at the highest dose activity change, negative = inhibition, usual class: inhibitors; BRCT-phosphopeptide binding, red fluorescence polarization; 75,000 compounds, 0.03% hits; Breast cancer type 1 susceptibility protein (Homo sapiens), P38398; further: on the % scale 0 is the no-effect control and ±100 the full control effect
#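 Rhodamine-labelled pBACH1 10-mer (100 nM) bound to BRCT domain (100 nM) at pH 7.3; compounds incubated 12 min room temperature, polarization read. Free peptide defines full inhibition; unlabelled decapeptide titrated as control.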
# Numbers without * were called inactive; i = inactive; ? = inconclusive; nt = no result given; [ ] = dose if it differs, or a comment. Unless noted, the call rests on the fitted dose curve; in most records, active means well fitted curve in the direction sought with a large enough effect; inconclusive means small, poorly fitted or top-dose-only effect, or another doubt; inactive means no such curve, though single readings can be large; an effect the other way counts as inactive or inconclusive.
SMILES,CRE-bla Fsk,4-MU autofl,HBB splicing,GFP derepression,BRCT PPI green,DNA Pol III inh,Ub-GFP proteasome,Hsp90 Hop PPI,15-hLO inh,A350 fluor,BRCT inh red
OC(COc1c(Br)cc(Br)cc1Br)CN1CCOCC1 (configuration not stated),?,i,-1.5%,3%,3.0%,8%,-3%,-7%,-16%,i,-0.7%
CCCOC(=O)c1[nH]c2c(c1C)C(=O)CC(c1cc(OC)c(OC)c(OC)c1)C2 (configuration not stated),-12%,nt,-1.8%,-2%,2.7%,9%,0%,-2%,-1%,nt,-1.0%
Brc1ccc(-c2nn3c(-c4ccco4)nnc3s2)o1,?,i,0.3%,3%,-11%,25µM*,0%,-9%,20µM*,i,-11%
COc1ccc(CCNC(=O)C2CCCN2C(=O)Nc2cccc(C(C)=O)c2)cc1OC (configuration not stated),2%,i,nt,-1%,-1.5%,1%,-5%,-2%,-1%,i,0.5%
O=C(Cn1nnc(-c2ccc3c(c2)OCO3)n1)N1CCOCC1,-3%,i,-0.2%,2%,2.1%,-6%,15%,0%,6%,i,-1.8%
Cc1nc(SCC(=O)NCc2ccccc2)c2c(=O)n(C)c(=O)n(C)c2n1,?,nt,-0.4%,nt,1.9%,-5%,11%,-2%,-24%,nt,-0.7%
CCCOP(=O)(c1ccc(N(C)C)cc1)C(O)c1cc(OC)c(OC)c(OC)c1 (configuration not stated),?,i,1.4%[0.369 µM],3%,-1.1%,-2%,3%,-3%,-12%,i,0.3%
COC(=O)CN(c1ccccn1)S(=O)(=O)c1ccccc1,-2%,i,1.3%,1%,0.2%,1%,-3%,-1%,-5%,i,-1.9%
N#Cc1c(NCCO)nc(NCc2ccccc2)c2c1CCN(Cc1ccccc1)C2,-17%,2.2e-07M*,-3.1%,0%,0.9%,-4%,-4%,-28%,?,3.6e-07M*,0.1%
Cc1ccc(CCNC(=O)C2CCN(S(=O)(=O)c3cccc4nonc34)CC2)cc1,-7%,i,-0.2%,0%,1.8%,0%,3%,-4%,-7%,i,-0.9%
CC(C)C1C2=C(CC(C)(C)CC2=O)ON1c1ccccc1 (configuration not stated),1%,nt,1.0%,-2%,-1.3%,-2%,11%,-1%,-11%,nt,-0.8%
Cc1cccc(-n2nc3c(c2NC(=O)c2ccco2)CSC3)c1C,?,i,6.1%[0.369 µM],2%,8.3%,-18%,-4%,-7%,-25%,i,0.1%
NC1(C(=O)O)C[C@H](C(=O)O)[C@H](C(=O)O)C1 (some centres not stated),-11%,nt,nt,0%,-0.9%,-7%,0%,-3%,-14%[25.6 µM],nt,-0.2%
c1cc(N2CCCC2)ccc1C(c1nnnn1C1CCCCC1)N1CCOCC1 (configuration not stated),1%,i,0.1%,-1%,2.3%,2%,5%,-16%,?,i,-0.2%
COc1cc(C(=O)Nc2nccs2)ccc1OCc1c(C)noc1C,7%,?,-0.2%[57.5 µM],7%,-1.2%,-6%,6%,-2%,-3%,?,-1.9%
CN=CC1=C(O)c2ccccc2C1=O,?,i,3.0%,0%,-1.1%,-3%,11%,-3%,4%,i,-0.8%
COc1cc2cc(C(c3nnnn3Cc3ccc(F)cc3)N3CCCCCC3)c(=O)[nH]c2cc1OC (configuration not stated),-8%,7.7e-08M*,1.1%[57.5 µM],2%,0.7%,-3%,-1%,-4%,?,8.5e-08M*,-0.3%
COc1ccc(-c2nnc3ccc(SCC(=O)N4CCOCC4)nn23)cc1,4%,nt,-0.3%,nt,-0.7%,7%,-5%,-2%,-8%,nt,-1.6%
COC(=O)c1cn(CC(=O)N2CCCCCC2)c2ccccc12,16%,i,-0.3%,0%,-0.5%,-7%,2%,-1%,1%,i,-0.1%
COc1ccc(N2CCN(C(=O)CCNS(=O)(=O)c3ccc(Br)s3)CC2)cc1,3%,i,1.7%,1%,1.0%,-3%,0%,-11%,-9%,i,0.0%
CC1=NCCN1S(=O)(=O)c1ccc(Br)c(C)c1,-5%,i,-0.1%,4%,-0.8%,3%,-10%,-3%,5%,i,1.5%
CC1CN(Cc2nc3c(c(=O)n(C)c(=O)n3C)n2CCCO)CC(C)O1 (configuration not stated),2%,i,4.2%[0.369 µM],-2%,2.0%,-5%,nt,-4%,6%,i,-1.5%
COc1ccc2cc3cc(C(=O)NCc4ccccn4)oc3nc2c1,?,7.5e-06M*,-0.5%,1%,2.0%,-15%,-2%,2%,-7%,7.2e-06M*,-6.7%
CCCCP(=O)(c1ccccn1)c1ccccn1,-6%,i,-1.5%,0%,-2.7%,-7%,-3%,-1%,4%,i,0.9%
CC(=O)C1=C(C)NC(C)=C(C(C)=O)C1c1cccs1,-6%,nt,-1.0%,0%,-0.6%,0%,-12%,-12%,0%,nt,1.5%
N=C(N)SCC(=O)O,?,i,-1.4%[9.22 µM],7%[9.22 µM],-1.1%[15.4 µM],-5%[11.4 µM],-2%[9.17 µM],-7%[11 µM],3%[11.4 µM],i,0.0%[15.4 µM]
COc1cccc(C(=O)N2CCCc3ccccc32)c1,-13%,i,5.7%,-2%,0.7%,4%,-2%,-5%,-5%,i,0.2%
COc1ccc(C2c3c(oc4ccccc4c3=O)C(=O)N2CC2CCCO2)cc1 (configuration not stated),4%,i,0.6%[0.369 µM],-7%,-0.6%,2%,nt,-3%,6%,i,0.3%
Cc1ncc(CSc2ccccc2N)c(CO)c1O,-6%[7.6 µM],i,1.5%[9.22 µM],-3%[9.22 µM],-1.0%[15.4 µM],-11%[11.4 µM],0%[9.17 µM],-7%[11 µM],-1%[11.4 µM],i,1.0%[15.4 µM]
C=CCn1cnc2scc(-c3ccccc3)c2c1=O,?,nt,-2.7%,2%,4.1%,2%,0%,1%,-1%,nt,-1.5%
CCCCCCC(=O)O,-10%,nt,1.4%,nt,1.7%,0%,nt,-1%,-2%,nt,-1.5%
O=C(c1cccc2ccccc12)N1CCN(CC2CC=CCC2)CC1 (configuration not stated),-25%,i,0.1%[57.5 µM],-3%,-1.4%,5%,1%,0%,-8%,i,0.1%
N#Cc1cccc(NC(=O)N2CC3(CCN(C(=O)c4cc(C(F)(F)F)cc(C(F)(F)F)c4)CC3)C2)c1,-15%,i,2.8%,5%[9.22 µM],-3.1%,-5%,-7%,-5%,-6%,i,-0.8%
O=C1c2ccccc2CC1Sc1nnc(-c2ccncc2)o1 (configuration not stated),?,1.1e-07M*,-0.7%,-2%,-0.2%,-4%,-6%,-4%,-11%,1.4e-07M*,-0.8%
Cn1c(SCC(=O)NC2CCCC2)nnc1-c1ccc(S(=O)(=O)N2CCOCC2)cc1,-7%,i,0.1%[57.5 µM],-3%,-3.0%,-2%,-6%,1%,6%,i,0.9%
c1ccc(Oc2cc(-n3cccn3)ncn2)cc1,?,i,2.1%,-3%,-3.9%,-4%,6%,4%,8%,i,-0.4%
COc1ccccc1N(CCC#N)C(=O)CSc1ccc2c(c1)OCCO2,-7%,i,2.1%[57.5 µM],3%,-2.2%,5%,-6%,-3%,5%,i,1.1%
CC(=O)Nc1ccc(-n2c(C)c(C(C)=O)c(C(C)=O)c2C)cc1,6%[7.6 µM],nt,-4.2%[0.0738 µM],-2%,-2.2%,2%[11.4 µM],-2%[9.17 µM],-4%[11 µM],6%[11.4 µM],nt,-1.4%
Cc1ccc(C)c(N(CC(N)=O)S(C)(=O)=O)c1,-2%,i,-0.2%,0%,-0.2%,-1%,-5%,-1%,12%,?,0.2%
O=c1c(-c2cccc(Cl)c2)nc2cncnc2n1C1CC1,21%,i,-0.8%,0%[9.22 µM],2.4%,-12%,0%,-4%,?,i,-0.5%
CC1Cn2c(nnc2C23CC4CC(CC(C4)C2)C3)S1 (configuration not stated),1%,i,1.1%,0%,-1.9%,-2%,1%,0%,7%,i,-0.8%
CC(=NCC(=O)O)c1ccccc1,0%[7.6 µM],i,2.2%[9.22 µM],0%[9.22 µM],1.2%[15.4 µM],8%[11.4 µM],1%[9.17 µM],0%[11 µM],-18%[11.4 µM],i,-1.9%[15.4 µM]
